Screening data from PubChem.
TRHR enhancer: TRH receptor (human) allosteric enhancement; P34981; TRHR cells, fluo-8 calcium fluorescence, EC20 TRH enhancement; enhancement, % at 2 µM; 360,000 compounds, 0.66% hits; in the data active = enhancement above about 30%; note: 0% is about no effect
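Enhancer read-out: after compound pinning and an initial kinetic agonist-mode read, an EC20 of TRH (10 nM final) was injected and fluo-8 calcium signal (Ex 480/Em 530) followed at 1 s/cycle for 100 cycles in TRHR-expressing cells.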
Pin1 inhibitor: human Pin1 inhibition; Q13526; Pin1 FP peptide displacement, HiFluor488, 10 min; Potency, µM (series often up to 115 µM), without a hit: at the highest dose activity, negative = inhibition, actives largely listed as inhibitors; 390,000 compounds, 0.009% hits; active = well fitted inhibition curve with a large enough effect in the polarisation, with a control signal flat, not every such curve was filed as active; inconclusive = small, poorly fitted or top-dose-only effect, or effect the other way, or a change in a side signal; inactive = no such curve, though single readings can be large or run the other way; the % refers to the polarisation; note: potency is the fitted concentration of half-maximal effect; % is set by controls: 0 for no effect and ±100 for the full control effect
Target sequence (Q13526 whole entry, looked up): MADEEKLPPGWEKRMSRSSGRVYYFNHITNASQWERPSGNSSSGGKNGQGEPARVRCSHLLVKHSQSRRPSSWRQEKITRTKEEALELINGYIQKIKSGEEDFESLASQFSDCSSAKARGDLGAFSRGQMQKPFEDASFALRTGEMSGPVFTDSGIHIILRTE
mIDH1 inhibitor: blocks human mutant IDH1 R132H enzyme. O75874. IDH1-R132H enzyme, NADPH consumption, diaphorase/resazurin fluorescence. Potency, µM (series often up to 76.6 µM), for inactives: at the highest dose activity change, negative = inhibition, usual class: inhibitors. 390,000 compounds, 0.093% hits. AID 602179; note: potency is the fitted concentration of half-maximal effect; % is set by controls: 0 for no effect and ±100 for the full control effect; nearly all actives have a fitted effect of over 65% in size
Target sequence (O75874 whole entry R132H, stated change not applied): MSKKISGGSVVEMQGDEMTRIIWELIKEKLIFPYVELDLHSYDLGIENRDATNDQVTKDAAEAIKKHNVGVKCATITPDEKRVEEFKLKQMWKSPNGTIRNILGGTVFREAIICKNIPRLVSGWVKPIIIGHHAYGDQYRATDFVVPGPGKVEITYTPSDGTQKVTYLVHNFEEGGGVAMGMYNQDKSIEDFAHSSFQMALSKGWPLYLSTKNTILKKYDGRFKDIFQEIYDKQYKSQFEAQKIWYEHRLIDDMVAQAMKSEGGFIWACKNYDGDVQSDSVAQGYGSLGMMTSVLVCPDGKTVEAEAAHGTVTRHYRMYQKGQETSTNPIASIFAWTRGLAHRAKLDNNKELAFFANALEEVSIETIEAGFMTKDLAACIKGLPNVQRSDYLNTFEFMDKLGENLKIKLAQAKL
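IDH1-R132H (0.5 ug/mL) preincubated 30 min with compound, then NADPH (0.016 mM) and alpha-KG (2 mM) added; 80 min at RT, pH 7.5. Remaining NADPH coupled via diaphorase/resazurin to fluorescence (540/590 nm); concentration-response curves normalized to no-enzyme control.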
TrxR1 substrate: substrates of rat thioredoxin reductase 1. O89049. purified TrxR1 substrate turnover, NADPH consumption readout. Potency, µM (top dose mostly 114 µM), for inactives: at the top dose activity change, negative = substrate turnover. 390,000 compounds, 0.01% hits; note: potency is the fitted concentration of half-maximal effect; % is set by controls: 0 for no effect and ±100 for the full control effect; nearly all actives have a fitted effect of over 50% in size
Target sequence (O89049 whole entry, looked up): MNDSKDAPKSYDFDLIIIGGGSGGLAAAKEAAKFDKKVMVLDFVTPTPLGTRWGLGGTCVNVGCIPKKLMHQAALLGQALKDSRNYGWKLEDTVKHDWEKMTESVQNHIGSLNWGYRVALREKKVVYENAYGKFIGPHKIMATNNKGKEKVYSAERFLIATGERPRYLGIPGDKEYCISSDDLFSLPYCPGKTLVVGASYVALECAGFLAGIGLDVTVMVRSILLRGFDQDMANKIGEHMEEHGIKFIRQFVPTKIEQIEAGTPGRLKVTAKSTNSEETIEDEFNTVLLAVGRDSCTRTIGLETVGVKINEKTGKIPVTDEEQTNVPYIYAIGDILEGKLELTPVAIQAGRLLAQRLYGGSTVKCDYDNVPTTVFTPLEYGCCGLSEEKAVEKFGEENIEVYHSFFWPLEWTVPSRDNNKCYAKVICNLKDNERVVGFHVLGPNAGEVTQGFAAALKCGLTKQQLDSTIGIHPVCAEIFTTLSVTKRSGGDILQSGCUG
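Rat TrxR1, dispensed at 90 nM, was prereduced with 400 uM NADPH (final) for 5 min at ~22 deg C, then incubated with compound 15 min before 400 uM selenite. A first-read NADPH fluorescence drop versus no-compound background flagged substrates.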
USP1-UAF1 inh: blocks the human USP1/UAF1 deubiquitinase complex; recombinant USP1/UAF1, Ub-Rhodamine cleavage fluorescence; Potency, µM (doses to about 57.1 µM), without a hit: at the highest dose activity change, negative = inhibition, actives largely listed as inhibitors; 390,000 compounds, 0.23% hits; note: potency is the fitted concentration of half-maximal effect; % is set by controls: 0 for no effect and ±100 for the full control effect; nearly all actives have a fitted effect of over 60% in size; inactives centre near -12
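High-throughput fluorogenic screen: 1nM USP1/UAF1 complex, Ub-Rho substrate 150nM final, 50mM HEPES pH 7.8 with 0.5mM EDTA, 0.1 mg/ml BSA, 1mM TCEP and 0.01% Tween-20.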
D2 ag: agonists of human D2 dopamine receptor; HEK293 T-REx D2 cells, calcium flux agonist mode; 340,000 compounds, 0.53% hits; AID 485358; activation, % at 2 µM;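 active = activation over 3 SD above normal in the single-dose calcium agonist read, cut at about 30% in these data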; note: 0% is about no effect
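Agonism scored from kinetic calcium signal (1 read/sec, 180 s) following compound pin transfer, after a 10 s baseline. Cells: HEK293 Trex line expressing inducible D2 receptor coupled to calcium, dye-loaded after overnight culture at 30 C.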
D2 antag: antagonists of human D2 dopamine receptor | P14416 | AID 485344 | inhibition, % at 10 µM | HEK293 TREx D2 cells, calcium flux, dopamine EC80 | 340,000 compounds, 2% hits; in the data active = inhibition above about 30%; note: 0% is about no effect
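In this primary screen, negative modulation is detected by tracking calcium flux after an EC80 dopamine challenge in inducible HEK293 T-REx D2 cells preexposed to test compound for 180 s.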
TrxR1 inh: inhibitors of rat thioredoxin reductase 1. 390,000 compounds, 1% hits. recombinant rTrxR1, NADPH fluorescence consumption, selenite substrate. Potency, µM (doses to about 114 µM), inactives show at the highest dose activity change, negative = inhibition, actives largely listed as inhibitors. AID 588453. O89049; note: potency is the fitted concentration of half-maximal effect; % is set by controls: 0 for no effect and ±100 for the full control effect; nearly all actives have a fitted effect of over 65% in size
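Rat TrxR1 (90 nM in the dispensed reagent) was pre-reduced with 400 uM NADPH for 5 min at room temperature, then incubated with compound for 15 min. After 400 uM selenite was added, NADPH fluorescence (Ex 340/Em 450 nm) was followed for 8 min.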
TRHR ag: TRH receptor (human) agonism | activation, % at 2 µM | P34981 | TRHR cells, calcium flux fluo-8, FDSS agonist mode | 360,000 compounds, 0.18% hits; in the data active = activation above about 30%; note: 0% is about no effect
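Read-out: compound-evoked intracellular calcium rise in TRHR cells, fluo-8 dye, kinetic FDSS fluorescence at 1 s/cycle following a 10-cycle baseline. Cells cultured overnight before dye loading (30 min–1.5 h, RT).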
* hit, by the source's call; u = inconclusive; x = no result given; [ ] = dose if it differs, or a comment. Unless noted, calls come from the whole dose curve; as a rule, active = well fitted inhibition curve with a large enough effect; inconclusive = small, poorly fitted or top-dose-only effect; inactive = no such curve, though single readings can be large or run the other way. The list is partial. The share of hits here may be higher or lower than overall.

Value order: TRHR enhancer	Pin1 inhibitor	mIDH1 inhibitor	TrxR1 substrate	USP1-UAF1 inh	D2 ag	D2 antag	TrxR1 inh	TRHR ag
CS(=O)(=O)N1CCCC(C(=O)Nc2ccc(Br)cc2F)C1 (stereo not given)
 : 4.2	-2.8%	-4.5%	6.3%	-4.5%	-0.2	12.1	11.1%	-0.5
Cc1ccc(C(=O)C(C)OC(=O)CCN2C(=O)C3C4C=CC(C5CC45)C3C2=O)cc1 (stereo not given)
 : -10.0	0.6%	17.3%	2.0%	-11.4%	1.5	-1.8	8.6%	3.4
Cc1noc(Cn2c(=O)c3ccccc3n(CC(=O)Nc3cc(Cl)ccc3C)c2=O)n1
 : 5.8	-3.6%	4.4%	-6.0%	-23.8%	-0.5	x	-6.0%	0.0
COc1cc(C(=O)OCC(=O)NC2CCS(=O)(=O)C2)ccc1OCc1c(C)noc1C (stereo not given)
 : 3.3	-8.1%	2.3%	-8.0%	-19.1%	-0.3	1.2	-3.4%	-0.2
CC12C=CC3(CN(Cc4ccccc4)C(=O)C3C1C(=O)NC1CC1)O2 (stereo not given)
 : 2.7	-1.9%	2.9%	3.4%	-1.2%	0.1	-8.4	19.6%	0.2
COc1ccc(CNC(=O)CNC(=O)c2cccs2)c(OC)c1
 : -6.2	-2.7%	2.6%	0.6%	-20.1%	0.7	-14.1	16.8%	-0.4
NNC(=O)CNC(c1ccccc1)c1cc(Br)ccc1NC(=O)c1ccccc1Br (stereo not given)
 : -6.9	2.5%	u	1.6%[57.1 µM]	-9.4%	0.7	10.3	22.1%[57.1 µM]	0.3
COc1cc(C(=O)NCc2ccc3c(c2)OCO3)c([N+](=O)[O-])cc1OC
 : 7.4	-1.2%	1.0%	3.0%	-20.1%	0.2	1.4	17.0%	0.3
O=C(COC(=O)c1ccc(=O)n(Cc2ccccc2)n1)Nc1ccc2c(c1)OCCO2
 : 2.3	-5.9%	5.1%	-9.2%	-12.3%	-1.7	-9.2	-10.3%	-0.5
O=C(c1cc2c(=O)oc3ccccc3c2s1)N1CCOCC1
 : 2.9	-2.0%	6.1%	1.2%[57.1 µM]	-11.4%	0.0	14.8	4.1%[57.1 µM]	0.1
CCn1nnc(C(=O)O)c1C(=O)O
 : 0.9	-1.5%	0.1%	10.3%	6.8%	0.1	-1.8	30.1%	0.1
CSc1nc2cc(F)c(F)cc2n1C
 : 11.8	0.3%	3.1%	8.1%	-9.2%	-0.6	-25.5	10.6%	-0.5
CCn1c(SCC(=O)NC2CC2)nnc1-c1cccs1
 : 3.1	2.5%	4.2%	4.9%	-6.0%	x	x	11.0%	-0.4
Cc1ccc(CNC(=O)CN2c3cccc4cccc(c34)S2(=O)=O)cc1
 : 0.6	15.7%	19.5%	6.7%	-25.8%	-0.4	4.6	-6.8%	-1.5
CCOC(=O)Cc1csc(NC(NC(=O)CC)(C(F)(F)F)C(F)(F)F)n1
 : 3.3	-10.1%	8.0%	-4.0%	-7.7%	0.6	7.3	18.2%[57.1 µM]	0.3
CCOC(=O)c1ccccc1CN1C(=O)c2ccccc2S1(=O)=O
 : 11.9	-10.6%	12.6%	-11.4%	-5.8%	x	x	13.2%[57.1 µM]	-0.3
O=C(CNC1CCCCC1)Nc1ccc(S(=O)(=O)N2CCCCC2)cc1
 : -4.7	-2.5%	7.5%	-13.8%[57.1 µM]	-10.7%	-2.7	10.0	23.1%[57.1 µM]	-1.1
Cc1cc(C)n2nc(CNC(=O)c3cccc(Cl)c3)nc2n1
 : 3.8	3.1%	5.1%	-2.1%	-2.8%	-0.8	x	3.3%	0.3
CCOC(=O)c1sc(N)c(C#N)c1CSc1nc2ccc(OCC)cc2[nH]1
 : 1.1	29.4%	-11.0%	12.1%[57.1 µM]	-5.8%	-1.7	-13.5	68.7%[activator][57.1 µM]	-0.6
COc1ccc(OC)c(CC(=O)NC(c2ccccc2)c2ccccc2)c1
 : -4.5	13.5%	-0.5%	-1.8%[57.1 µM]	-7.8%	-0.5	8.2	-0.6%[57.1 µM]	-1.6
CCCCCCCC(=O)NC(Nc1ccc(S(N)(=O)=O)cc1)C(Cl)(Cl)Cl (stereo not given)
 : 4.7	2.0%	3.7%	-3.5%	-20.2%	-0.1	-8.0	u	-1.0
NC(=O)c1cccc(N=Cc2cc(Cl)cc(Cl)c2O)c1
 : 3.6	u	-8.9%	4.4%	-19.5%	-1.5	0.6	u	-2.1
COc1ccccc1CN1CCCC(N2CCN(c3ccc(F)cc3)CC2)C1 (stereo not given)
 : 1.9	4.2%	2.2%	7.0%[57.1 µM]	-5.4%	-2.1	-16.3	14.4%[57.1 µM]	0.7
CCCCOc1ccc(C(=O)NCC(=O)OC2CCOC2=O)cc1 (stereo not given)
 : 5.1	-6.7%	0.8%	-0.1%	-5.3%	-1.1	19.0	1.4%	-0.6
O=C(CC1C(=O)NCCN1Cc1ccc(Cl)c(F)c1)NCC1CCOCC1 (stereo not given)
 : 8.0	-11.7%	0.3%	1.9%	-27.6%	0.8	9.8	-32.0%	0.6
CC(C)C(O)(C(=O)NNc1ccccc1)C(C)C
 : 0.2	-6.5%	4.0%	4.0%[57.1 µM]	-22.2%	-0.1	0.5	0.7%[57.1 µM]	-0.5
O=[N+]([O-])c1cccc2c1ccc1ncccc12
 : 6.7	u	5.0%	8.6%[57.1 µM]	-1.7%	0.6	-8.4	-0.3%[57.1 µM]	0.1
COc1ccc(Nc2nccc3c2nnn3C)cc1
 : -2.3	-5.1%	2.9%	-13.3%	-4.6%	0.4	7.7	-9.8%	0.2
O=C(CCCn1c(=O)[nH]c2cc(Cl)ccc2c1=O)NCC1CCCO1 (stereo not given)
 : 0.8	-0.1%	0.4%	7.1%[57.1 µM]	1.0%	-0.7	-9.2	15.5%[57.1 µM]	0.3
Cc1ccc(C)c(NC(=O)CCCN2C(=O)C(c3ccccc3)Oc3cccnc32)c1 (stereo not given)
 : 53.0*	6.5%	-1.1%	-2.9%	-22.5%	0.6	x	9.1%	-0.2
Cc1ccc(NS(=O)(=O)c2cc(C(=O)N3CCCC3)ccc2C)cc1C
 : -0.8	-3.1%	7.5%	4.2%	-15.4%	1.2	10.7	12.6%	-0.6
COc1cc(/C=C2/C(=O)CNC2=O)ccc1O
 : -8.3	37.1%[activator]	1.2%	-8.0%	-18.5%	37.0*	3.2	u	3.4
NC(=O)c1cc(Sc2ccccc2)nc2ccccc12
 : x	-0.4%	5.1%	4.7%[57.1 µM]	-10.1%	x	x	6.7%[2.29 µM]	x
CCCOc1ccc(C(=O)CCC(=O)OCC(=O)Nc2cc(C)on2)cc1
 : -1.3	x	x	x	x	-0.7	-9.9	x	0.1
CCN(CC)c1ccc(C2C(C(=O)Nc3ccccc3C)=C(C)Nc3ncnn32)cc1 (stereo not given)
 : -2.2	18.8%	5.1%	2.8%[57.1 µM]	-33.2%	-0.7	x	13.9%[57.1 µM]	-0.2
CCC1CCc2c(n(C)c3ccccc3c2=O)O1 (stereo not given)
 : 15.0	12.2%	6.7%	-4.5%	-20.6%	1.3	7.6	-9.0%	0.2
O=C(NCc1ccccc1Br)c1ccc2c(c1)nc1n2CCOC1
 : -1.0	-3.2%	-1.0%	-1.4%[57.1 µM]	-3.8%	0.3	x	11.7%[57.1 µM]	-0.1
CCc1ccc(NC(=O)NCCc2c(C)nn(C)c2C)cc1
 : 1.8	-13.5%	8.2%	3.4%[57.1 µM]	u	-0.7	x	7.5%[57.1 µM]	-0.3
Cc1ccc2[nH]c(C(=O)N3CCN(C(c4ccccc4)c4ccccc4)CC3)cc2c1
 : -1.6	1.6%	2.7%	-6.6%[57.1 µM]	-28.2%	0.2	8.7	14.0%[57.1 µM]	0.7
Cc1ccc(NS(=O)(=O)c2ccc(C(=O)OCC(=O)N3CCCCC3)cc2)cc1
 : 4.0	3.5%	15.8%	-7.4%	-21.1%	0.5	-5.7	15.4%	2.0
COc1cc(NC(=O)c2cnc(NCc3ccccc3)nc2C)cc(OC)c1OC
 : -2.1	1.2%	-4.9%	2.7%	-23.8%	0.6	-0.9	13.6%	0.0
CC(=O)NC1(c2ccc(F)cc2)CCN(C(=O)c2c(F)cccc2F)CC1
 : 8.6	-10.2%	-0.2%	6.8%	-15.6%	0.0	-15.0	10.3%[57.1 µM]	0.0
O=C(CSc1nnc(-c2cccnc2)n1Cc1ccco1)c1ccc(Cl)cc1
 : 8.6	-1.3%	0.0%	10.2%	-6.5%	-0.3	1.5	-16.8%	-0.5
COc1ccc(N/N=C(\C#N)C(=N)SCc2ccccc2)cc1
 : -8.0	u	-5.5%	-4.3%	-10.3%	6.2	4.3	6.5%[57.1 µM]	1.1
COC(=O)c1ccc(C2C3=C(Nc4nnnn42)c2ccccc2OC3)cc1 (stereo not given)
 : -3.0	5.2%	13.7%	14.4%	-0.5%	-0.8	12.8	u	0.2
CC(CNS(=O)(=O)c1ccccc1)Sc1ncccn1 (stereo not given)
 : -3.8	-7.4%	4.7%	1.0%	-1.1%	0.0	14.4	15.3%	0.6
O=C(O)c1ccc(Br)cn1
 : -2.2	-7.2%	0.0%	3.8%	-13.4%	x	x	31.1%	-0.1
CCOC(=O)c1c(NC(=O)CSc2n[nH]c(-c3ccco3)n2)sc(C)c1C
 : 2.0	16.6%	0.2%	0.6%[57.1 µM]	-6.1%	-1.4	-9.3	-4.0%[57.1 µM]	0.2
O=C(CCC1CCCN(C(=O)C2=CCCCC2)C1)N1CCN(c2ccccn2)CC1 (stereo not given)
 : 11.3	-10.5%	-0.8%	7.2%	-6.6%	0.4	20.1	-6.7%	-1.1
